Compound activity from PubChem.
Ins promoter up: insulin promoter activators in MIN6 cells, imaging, high-content screening, mouse beta cells | 190,000 compounds, 0.3% hits | z-score at 5 µM | MIN6 insulin promoter-GFP reporter; stronger effect = higher value;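 active means z-score above 3 at 5 µM with at least 500 cells counted in the well; inconclusive means wells under 500 cells, flagged as cytotoxic or low count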
human PMI inhibition: inhibitors of human PMI, primary screen, biochemical, fluorescence intensity, coupled assay (AID 1209) | Mannose-6-phosphate isomerase (Homo sapiens) | purified PMI enzyme, coupled fluorescence intensity; higher % means a stronger effect | one-dose inhibition, % at 20 µM; IC50 in µM for titrated hits | 190,000 compounds, 0.42% hits;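 further: plate controls were DMSO vehicle for no effect and wells lacking substrate for full effect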
TNAP activators: human TNAP enzyme activators, primary screen, biochemical, luminescent, no phosphate acceptor, uHTS (AID 1001); purified TNAP, luminescent activation assay, no phosphate acceptor; higher activation fold means a stronger effect; 200,000 compounds, 0.03% hits; activation fold at 20 µM, or EC50 in µM where a hit was titrated; Alkaline phosphatase, tissue-nonspecific isozyme (Homo sapiens); in the data active means activation fold from about 3, or a potency from the dose series; inactive means the rest, 99 in 100 with activation fold below about 1.6; further: many of its hits are not listed in these tables
RSV antiviral HEp-2: RSV antiviral activity via CPE protection, HEp-2 cells, primary 10 µM value included (AID 2391). HEp-2 cells, RSV-induced CPE inhibition; higher % means a stronger effect. one-dose CPE inhibition, % at 10 µM; IC50 in µM for titrated hits. 310,000 compounds, 0.13% hits; in the data active means a potency from the dose series; inconclusive means CPE inhibition mostly from about 23% at the one dose, without a potency; inactive means the rest, 99 in 100 with CPE inhibition below about 21%; further: strong numbers were not always called active
Large T inhibition: SV40 large T antigen inhibitors, biochemical (AID 1903). SV40 large T antigen ATPase/helicase inhibition assay; higher % means a stronger effect. inhibition, % at 20 µM; hits with a dose series show IC50 in µM. 310,000 compounds, 0.39% hits; in the data active means a potency from the dose series; inconclusive means inhibition mostly from about 32% at the one dose, without a potency; inactive means the rest, 99 in 100 with inhibition below about 32%; further: strong numbers were not always called active
ER stress rescue: rescue of cells from ER stress-induced death, primary screen, 384-well, CSM14.1, thapsigargin, ATP luminescence (AID 1222). CSM14.1 thapsigargin-induced death rescue, ATP luminescence; higher % means a stronger effect. one-dose cellular ATP content (survival), % at 20 µM; EC50 in µM for titrated hits. 190,000 tested, under 10 active;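 active means EC50 below 50 µM in the dose-response confirmation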;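 further: death triggered by thapsigargin at about 15 µM added after 2 h compound pretreatment; cell ATP read after overnight thapsigargin exposure of roughly 18 to 22 hours; normalized against plate controls of thapsigargin alone and 5% DMSO vehicle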
West Nile virus CPE: West Nile virus antiviral activity, cell-based, CPE readout (AID 1621); West Nile virus-infected cells, CPE inhibition; higher % means a stronger effect; CPE inhibition, % at 10 µM; hits with a dose series show IC50 in µM; 290,000 compounds, 0.02% hits; in the data active means a potency from the dose series; inconclusive means CPE inhibition mostly from about 3.7% at the one dose, without a potency; inactive means the rest, 99 in 100 with CPE inhibition below about 2.2%; further: strong numbers were not always called active
PhoP inhibition: inhibitors of PhoP regulon expression, primary screen, Salmonella Typhimurium, GFP reporter (AID 1863). S. Typhimurium PhoP-regulated promoter GFP reporter, 4 h; higher % means a stronger effect. one-dose inhibition, % at 50 µM; IC50 in µM for titrated hits. 300,000 compounds, 0.16% hits;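 active means inhibition over 29.93%, a cutoff 3 SD above the screen mean, later confirmed by dose response; inconclusive means inhibition over 29.93% but no dose response follow-up; inactive means inhibition at most 29.93% or unconfirmed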;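 further: 0% = low Mg2+ inducing control and 100% = high Mg2+ repressing control; strong numbers were not always called active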
PMI inhibition: human PMI inhibitors, high substrate, primary screen, biochemical, fluorescence intensity, high mannose 6-phosphate (AID 1220). one-dose inhibition, % at 20 µM; IC50 in µM for titrated hits. Mannose-6-phosphate isomerase (Homo sapiens). 190,000 compounds, 0.66% hits. recombinant PMI enzyme, coupled fluorescence intensity; higher % means a stronger effect
Ins promoter up cell count: further read-out of Ins promoter up, marked with its call; cell count; measured here: cytotoxicity, nuclei count;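 total cells summed across four imaged fields per well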
* = called active by the depositor; ? = inconclusive; / = not tested or not shown. Unless noted, no stated cut-off is given here; in the data, active means inhibition above about 50%; inactive means the rest.

Order of results: Ins promoter up, Ins promoter up cell count, human PMI inhibition, TNAP activators, RSV antiviral HEp-2, Large T inhibition, ER stress rescue, West Nile virus CPE, PhoP inhibition, PMI inhibition
> N=c1oc2cc(O)ccc2cc1C(=O)Nc1nc2ccccc2s1
 : 0.08, 1256, 9.4%, 1.1, 1.1%, 3.1%, -3.9%, -1.0%, 3.7%, 11.0%
> COc1ccccc1C(=O)Nc1nnc(SCC(=O)NCC2CCCO2)s1 (stereo not given)
 : /, /, /, /, 1.2%, 13.2%, /, -0.5%, -7.6%, /
> COc1ccc(C)cc1NC(=O)C1CCCN(S(=O)(=O)c2ccc3[nH]c(=O)ccc3c2)C1 (stereo not given)
 : /, /, /, /, 6.6%, 4.1%, /, -0.2%, 0.3%, /
> NS(=O)(=O)c1ccc(NC(=S)N2CCc3ccccc32)cc1
 : /, /, /, /, 2.4%, 3.1%, /, -0.1%, 4.9%, /
> COc1ccc(/C=C/C(=O)NC(=S)Nc2ccc(S(=O)(=O)Nc3cc(C)on3)cc2)cc1
 : /, /, /, /, -0.1%, 6.1%, /, 0.8%, 1.3%, /
> O=C(N/N=C/c1sc2ccccc2c1O)c1cccc2ccccc12
 : -0.39, 725, 11.8%, 1, -1.6%, 7.1%, -0.2%, ?, 42.4µM*, 22.1%
> CCn1c(C)nc2cc(C(=O)NNC(=S)Nc3ccccc3)ccc21
 : -0.15, 1365, 7.3%, 2.9, 3.6%, 17.5%, -0.6%, 0.7%, 0.6%, 4.5%
> O=S(=O)(c1cccs1)N1CCN(c2ccc(Cl)cc2)CC1
 : /, /, /, /, 2.6%, 2.2%, /, 0.2%, -2.4%, /
> COCc1cccc(NC(=O)Cc2cccc3ccccc23)c1
 : -0.62, 1409, 15.9%, 1.1, 1.6%, 3.1%, 0.0%, 0.0%, 2.2%, 5.9%
> O=C(CNS(=O)(=O)c1ccc(Br)s1)NCc1ccc2c(c1)OCO2
 : -0.05, 1524, 5.6%, 1.2, 8.8%, 1.2%, 1.2%, -0.6%, 4.8%, 1.1%
> COc1ccc(/C=C2/SC(=O)N(CCCCCC(=O)Nc3ccccc3C(=O)O)C2=S)cc1
 : 0.36, 1491, 5.5%, 1.1, 0.2%, 10.1%, -2.2%, -0.1%, -12.0%, 11.2%
> CCCOc1ccc(C(=O)Nc2c[nH]c(=O)[nH]c2=O)cc1
 : -0.24, 1483, 7.9%, 0.9, 5.1%, -3.3%, -0.1%, -0.4%, -9.3%, -0.4%
> Cc1ccc(C)n1-c1ccc(C(=O)NN=C2CCCC2)cc1
 : 0.1, 1137, 2.4%, 2.2, 1.4%, 13.3%, 0.0%, -0.3%, 1.2%, 12.8%
> COc1cc(NC(=O)Cc2ccccc2OC)cc(OC)c1
 : 0.4, 1104, 3.9%, 1.1, 0.6%, 0.4%, /, 0.2%, -4.3%, -0.6%
> O=C(NCc1ccc2c(c1)OCO2)C1CCN(c2nccc(C(F)(F)F)n2)CC1
 : 0.2, 1450, /, /, -0.1%, 10.3%, /, 0.0%, -1.0%, /
> Cc1ccc(-c2csc(N3CCN(c4cc5c(cc4Cl)nc(C)n5CCN4CCCCC4)CC3)n2)cc1
 : /, /, /, /, 12.6%, 4.7%, /, 0.5%, -1.9%, /
> CCOc1cc(NC(=S)NCC(C)C)c(OCC)cc1NC(=O)c1cccs1
 : -0.1, 1672, 4.5%, 1, 0.6%, -2.9%, -2.3%, 0.4%, 5.0%, 4.4%
> COCCSc1ccccc1C(=O)Nc1nccs1
 : 0.39, 1260, 23.8%, 1.1, 0.2%, -1.5%, 0.5%, 0.1%, -1.1%, 6.3%
> Cc1cnn(-c2cc(N/N=C/c3ccccc3F)ncn2)c1
 : -0.08, 1398, -6.8%, 1, 1.0%, -3.7%, -0.7%, /, 7.8%, -4.6%
> O=C(O)c1ccc(NC(=O)C2(c3ccccc3)CCCC2)cc1
 : -0.11, 1120, /, /, -0.3%, 12.1%, /, 0.8%, -7.8%, /
> COc1ccc(C)cc1NC(=O)NC1CCN(Cc2ccccc2)CC1
 : -0.93, 1278, 7.9%, 1.1, -0.1%, 2.0%, /, 0.0%, -2.6%, 9.2%
> N#C/C(=C\Nc1ccccc1SC(F)(F)F)c1nc(-c2ccc(F)cc2)cs1
 : -0.54, 1276, -3.4%, 1.1, 0.6%, -0.5%, -4.6%, 0.0%, 5.3%, -5.4%
> CN1CCc2cc3c(c4c2[C@H]1[C@H](O)c1ccccc1-4)OCO3
 : -0.26, 1195, 15.6%, 1, 2.2%, 14.8%, -3.4%, -0.9%, 5.7%, 16.9%
> COc1ccc(-c2cc(C(=O)N3CCN(c4ccccc4OC)CC3)no2)cc1OC
 : 0.62, 1233, 0.9%, 1.1, 1.3%, -0.2%, 0.6%, -0.5%, -1.3%, 6.0%
> COCC(C)n1c(C)cc(C(=O)COC(=O)c2oc3ccccc3c2C)c1C (stereo not given)
 : -1.43, 1110, 15.2%, 1.1, 5.8%, 17.8%, -0.3%, -1.1%, -5.3%, 3.8%
> N#Cc1ccc(C(=O)Nc2nnc(-c3cccs3)o2)cc1
 : -0.74, 1147, -8.6%, 1.3, 1.4%, 15.3%, -1.8%, /, -1.7%, -14.3%
> O=C(Cn1cccc1C(=O)c1ccccc1)NCc1ccc(Cl)cc1
 : -0.17, 1325, -7.9%, 1.1, -1.7%, 7.8%, -0.6%, -1.0%, 0.4%, -10.8%
> Cc1ccc(Cl)cc1NC(=O)C[n+]1ccc(Cc2ccc([N+](=O)[O-])cc2)cc1
 : -0.48, 1237, -1.8%, 1.1, -1.3%, 0.3%, -8.1%, 0.3%, 9.7%, 55.3%*
> CCOc1ccccc1C1N=C(c2ccc(OC)cc2)CC(c2ccccc2O)N1 (stereo not given)
 : 0.26, 1289, 14.2%, 1.2, -0.7%, 8.5%, 0.8%, -0.4%, -7.0%, 6.3%
> Cc1ccc(S(=O)(=O)c2ccc(NN)cc2)cc1
 : -0.14, 1349, -76.5%, 1.1, /, 10.0%, 1.3%, -0.3%, 0.5%, -154.2%
> COCCNC(=O)CCCCCn1c(=S)[nH]c2ccccc2c1=O
 : /, /, -2.7%, 1.1, -0.1%, -4.7%, -0.8%, 0.4%, 6.1%, -5.0%
> NC(=O)c1ccsc1NC(=O)CSc1nnc(Nc2ccccc2)s1
 : 0, 1451, 0.1%, 1.1, 19.8%, 9.1%, 1.0%, 0.0%, 2.1%, 13.8%
> Cc1ccc(-n2nnnc2SCCNS(=O)(=O)c2ccccc2)cc1C
 : /, /, 21.9%, 1.1, 14.5%, 9.6%, -1.6%, 0.1%, -0.5%, 16.2%
> CCN(Cc1ccccc1)S(=O)(=O)c1cc(C(=O)c2c(N)n(C)c(=O)n(C)c2=O)ccc1OC
 : -1.87, 1276, -10.4%, 1.1, 0.4%, 14.8%, 0.6%, 0.5%, 0.3%, 0.7%
> Cc1cc(OCC(=O)N[C@@H](Cc2ccccc2)c2nc3ccccc3[nH]2)ccc1Cl
 : -0.24, 1479, 7.9%, 1.2, 0.8%, 11.7%, 2.2%, -0.4%, 21.3%, 26.7%
> CC1Cc2ccccc2N1C(=O)COC(=O)C1=COCCO1 (stereo not given)
 : 0.53, 1327, 8.5%, 1.1, 3.2%, 13.2%, 1.6%, /, -1.3%, 1.6%
> O=c1[nH]c(=O)c2nc(-c3ccc(Cl)cc3)cnc2[nH]1
 : -0.3, 1567, 0.2%, 1.6, 0.9%, 2.7%, -1.4%, -0.2%, -3.5%, -4.7%
> CSC1=NSC2=NC(=O)/C(=C\c3cccs3)C(=N)N12
 : 0.03, 1251, -14.8%, 1.1, 6.8%, 19.3%, -2.0%, -1.3%, -6.0%, -16.2%
> N#Cc1ccc(S(=O)(=O)Nc2ccc3ccccc3n2)cc1
 : -0.01, 1425, /, /, 1.9%, -2.7%, /, -0.7%, -4.4%, /
> Cc1c(N)cc[n+](CC(=O)c2ccccc2)c1C
 : -0.1, 1599, -6.0%, 1, 3.4%, 29.9%, 0.2%, -0.4%, 1.2%, 1.2%
> COc1ccc(C(=O)Nc2ccc3c4c(cccc24)CC3)cc1
 : 1.44, 1260, 11.5%, 1.1, 5.6%, 6.2%, -2.9%, -0.5%, -3.6%, 10.2%
> Cc1nc(C(=O)NCc2ccccc2)sc1C1(C)CC(c2cccnc2)=NO1 (stereo not given)
 : -0.33, 971, /, /, -1.2%, -5.3%, /, -0.2%, 3.0%, /
> Cc1ccc(-c2cc3c(nn2)-c2ccccc2C3=O)cc1
 : -1.31, 997, /, /, 19.7%, 10.1%, /, -0.1%, -8.9%, /
> O=C(Nc1ccnn1C1CCN(Cc2ccc(C#CCCO)cc2)CC1)c1cccc(F)c1
 : /, /, /, /, -0.4%, 7.7%, /, -0.8%, -1.3%, /
> NC(=O)C1=C[C@@H](c2ccc(C(F)(F)F)cc2)C[C@@H](OCCCCO)O1
 : -0.24, 1323, 24.7%, 1.1, 1.7%, 10.9%, -1.0%, -0.3%, -1.2%, 57.4%*
> COc1ccc(C2c3ccc(O)cc3Oc3ncn(Cc4ccco4)c(=N)c32)cc1 (stereo not given)
 : 1, 1031, /, /, 14.3%, 38.0%, /, 0.8%, -12.3%, /
> CC(C)Cc1ccc(C#N)c(SCC(N)=O)n1
 : -2.15, 1083, 3.4%, 1.2, -0.8%, 0.9%, -1.5%, 1.3%, 3.1%, 3.5%
> Cc1ccc(CCC(=O)NCc2ccccc2)o1
 : /, /, /, /, 1.1%, 1.0%, /, -0.7%, 7.0%, /
> O=C1Nc2ccccc2/C1=N/N=C/c1ccc(-c2ccc([N+](=O)[O-])cc2)o1
 : 0.53, 1433, -3.0%, 0.9, /, 7.1%, -1.1%, 0.1%, -2.4%, -10.9%
> O=C(c1ccc(S(=O)(=O)c2cccc(Cl)c2)c([N+](=O)[O-])c1)N1CCN(c2ccccn2)CC1
 : 1.18, 778, 9.7%, 1.1, ?, 18.1%, 2.9%, ?, 7.1%, 15.1%
> Cc1cc(C(=O)COC(=O)c2ccccc2O)c(C)n1Cc1cccs1
 : -1.29, 870, 10.5%, 1.1, 0.8%, 12.7%, -6.0%, -0.5%, -2.2%, 7.5%
> CCn1c(SCC(=O)Nc2nc(-c3ccccc3)cs2)nc2c1c(=O)n(C)c(=O)n2C
 : -0.25, 1183, 13.4%, 1, 3.0%, 8.2%, -1.7%, -0.6%, -35.3%, 9.0%
> CCCS(=O)(=O)Nc1c(C(=O)O)[nH]c2ccccc12
 : 0.51, 1518, -3.3%, 1.1, 2.0%, 9.0%, -3.0%, 0.6%, -2.3%, -13.5%
> Cc1cc(/C=N/NC(=O)C(O)(c2ccccc2)c2ccccc2)c(C)n1-c1ccccc1
 : 0.96, 1442, 15.9%, 1.2, 8.3%, 7.7%, 1.7%, -0.1%, 21.3%, 21.7%
> CCc1nc(SCC(=O)Nc2ccc(Br)cn2)n[nH]1
 : /, /, /, /, 0.0%, 21.8%, /, 0.1%, 7.2%, /
> Cc1cccc(C(=O)NNC(=O)CCCCC(=O)NNC(=O)c2cccc(C)c2)c1
 : /, /, /, /, 1.4%, 4.9%, /, 0.3%, 0.3%, /
